# ELG1 genotoxic – genotoxicity induction in ELG1-luciferase HEK293T cells; HEK293T ELG1-luciferase reporter, luminescence, 16 h; Potency, µM (titrated, usually from 46 µM), for the others: top-dose activity change, positive = activation, most hits filed as activators; 330,000 tested, 1.3% active; further: % of control where 0% means no effect; nearly all actives have a fitted effect of over 60% in size
#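 Screening used a luciferase reporter fused to human ELG1 in HEK293T cells. Luminescence was read on a CCD plate imager after 16 hr exposure and 30 min ONE-Glo incubation.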
# p53 reactivator – re-activators of mutant p53; H1299 p53-A138V BP100-luciferase reporter, luminescence, 24 h; Potency, µM (top dose mostly 92.2 µM), inactives show at the highest dose activity change, positive = activation, usual class: activators; 320,000 tested, 0.063% active; further: % of control where 0% means no effect; nearly all actives have a fitted effect of over 45% in size
#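 p53-null H1299 cells stably carrying temperature-sensitive p53-A138V and a BP100-luciferase reporter were pinned with compounds (4-point, 1:5 series) and held 24 hrs at 37 deg C. Luminescence was read 10 min after detection reagent.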
# BRCA1 expr act – BRCA1 expression activation. MCF7-BRCA1-FFLuc reporter, luminescence, 48 h; response scale: scaled: vehicle 0%, 10 µM genistein 100%. AID 624202. Potency, µM (titrated, usually from 46.1 µM), inactives show at the top dose activation, usual class: activators. 380,000 tested, 1.1% active; further: nearly all actives have a fitted effect of over 80% in size; some results filed as inactive show a strong effect at the top dose
#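 MCF7 cells carrying a BRCA1-firefly luciferase reporter (2000 cells/well, phenol-red free MEM) were attached for 2 h at 37 °C, then given compounds for 48 h. Luminescence was read 15 min after luciferase reagent; activity normalized to genistein (10 microM) and DMSO.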
# uPA surface inh – blocks generation of uPA at the cell surface; AID 540303; Potency, µM (series often up to 38.3 µM), for the others: top-dose activity change, negative = inhibition, hits mostly inhibitors; 330,000 tested, 0.31% active; cell surface uPA generation assay, qHTS; active means well fitted inhibition curve with a large enough effect; inconclusive means small, poorly fitted or top-dose-only effect; inactive means no such curve, though single readings can be large or run the other way; tested in mouse RAW 264.7 cells; further: on the % scale 0 is the no-effect control and ±100 the full control effect; nearly all actives have a fitted effect of over 55% in size
# Gal4-VP16 FLuc – Gal4-VP16 reporter inhibition counter-screen | Drosophila S2 Gal4-VP16 UAS-luciferase, luminescence, 20 h | Potency, µM (titrated, usually from 53.6 µM), for the others: at the top dose activity, negative = inhibition, usual class: inhibitors | AID 2546 | 310,000 tested, 3.5% active;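 further: Gal4-VP16 expression switched on by copper sulfate through the metallothionein promoter; on the % scale 0 is the no-effect control and ±100 the full control effect; nearly all actives have a fitted effect of over 50% in size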
# MBNL1 CUG block – MBNL1-poly(CUG) RNA binding inhibition | Q9NR56 | TR-FRET MBNL1-His/biotin-(CUG)12 binding, 665/545 ratio | Potency, µM (doses to about 57.5 µM), for inactives: at the highest dose activity change, negative = inhibition, actives largely listed as inhibitors | 280,000 tested, 0.036% active; active means well fitted inhibition curve with a large enough effect in the signal ratio, with a control signal flat, not every such curve was filed as active; inconclusive means small, poorly fitted or top-dose-only effect, or effect the other way, or a change in a side signal; inactive means no such curve, though single readings can be large or run the other way; the % refers to the signal ratio; further: on the % scale 0 is the no-effect control and ±100 the full control effect
# Target sequence (Q9NR56 whole entry, looked up): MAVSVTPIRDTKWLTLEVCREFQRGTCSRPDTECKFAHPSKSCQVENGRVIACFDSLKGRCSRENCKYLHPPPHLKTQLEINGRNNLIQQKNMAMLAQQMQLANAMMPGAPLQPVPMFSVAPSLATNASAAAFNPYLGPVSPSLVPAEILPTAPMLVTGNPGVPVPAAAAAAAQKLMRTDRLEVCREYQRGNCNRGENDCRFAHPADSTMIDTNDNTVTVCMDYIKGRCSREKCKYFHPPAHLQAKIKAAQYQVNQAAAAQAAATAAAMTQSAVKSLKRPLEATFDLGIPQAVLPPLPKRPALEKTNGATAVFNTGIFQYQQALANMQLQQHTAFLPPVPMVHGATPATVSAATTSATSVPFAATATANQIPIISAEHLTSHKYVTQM
#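 His-tagged MBNL1 binding to biotinylated (CUG)12 RNA was measured by TR-FRET using terbium anti-His antibody (0.055 ng/ul final) and streptavidin-XL665 (5 nM final). Compounds were titrated 92 nM to 58 uM; 60 min at room temperature.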
# RORgamma inh – ROR gamma (mouse) transcription inhibition | P51450 | Drosophila S2 Gal4-RORgamma UAS-luciferase reporter, 20 h | Potency, µM (doses to about 53.6 µM), without a hit: top-dose activity change, negative = inhibition, hits mostly inhibitors | 310,000 tested, 5.4% active | AID 2551; further: on the % scale 0 is the no-effect control and ±100 the full control effect; nearly all actives have a fitted effect of over 60% in size
#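 Read-out: Photinus luciferase luminescence; inhibitors lower reporter signal. Insect Schneider cells with Gal4-ROR gamma fusion under metallothionein promoter, UAS reporter; 700 uM final copper sulfate induction, 20 hr, ambient temperature.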
# FLuc modulator – firefly luciferase modulation, counter-screen for miR-21 project | P08659 | purified FLuc, Km substrates, luminescence inhibition | Potency, µM (doses to about 57.5 µM), inactives show at the highest dose activity change, negative = inhibition, hits mostly inhibitors | 360,000 tested, 6.9% active | AID 588342;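 further: plate controls were vehicle for no effect and reference inhibitor for full effect; nearly all actives have a fitted effect of over 55% in size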
# Target sequence (P08659 whole entry, looked up): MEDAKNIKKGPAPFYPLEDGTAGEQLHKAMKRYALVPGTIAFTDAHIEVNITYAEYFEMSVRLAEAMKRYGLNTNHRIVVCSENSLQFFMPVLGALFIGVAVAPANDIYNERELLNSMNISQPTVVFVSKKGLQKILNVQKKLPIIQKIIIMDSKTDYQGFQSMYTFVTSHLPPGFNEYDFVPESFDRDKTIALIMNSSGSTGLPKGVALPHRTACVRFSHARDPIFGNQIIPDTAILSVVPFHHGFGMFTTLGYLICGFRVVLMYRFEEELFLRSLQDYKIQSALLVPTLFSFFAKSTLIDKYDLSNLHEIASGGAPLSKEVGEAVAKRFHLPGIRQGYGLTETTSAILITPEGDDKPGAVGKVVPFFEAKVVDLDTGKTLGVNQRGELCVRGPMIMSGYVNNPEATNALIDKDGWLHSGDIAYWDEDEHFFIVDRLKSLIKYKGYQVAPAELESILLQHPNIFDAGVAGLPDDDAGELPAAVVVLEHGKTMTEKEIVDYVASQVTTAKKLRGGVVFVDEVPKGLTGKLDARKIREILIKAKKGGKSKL
#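 Purified P. pyralis luciferase (10nM final) with 10uM D-luciferin and 10uM ATP (Km levels) in 50mM Tris acetate pH 7.5, 10mM Mg acetate, 0.01% Tween-20, 0.05% BSA; qHTS 6-point titration, ~60 µM downward; luminescence read.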
# Rab9 promoter act – activators of Rab9 promoter; Huh7 Rab9 promoter-luciferase reporter, luminescence, 24 h; Potency, µM (series often up to 9.22 µM), inactives show top-dose activation, negative = inhibition, hits mostly activators; 320,000 tested, 2.8% active; further: % of control where 0% means no effect; nearly all actives have a fitted effect of over 60% in size
#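 Rab9 promoter-driven luciferase in stably transfected Huh7 cells; 1500 cells/well rested 2 h, exposed to compound in DMSO for 24 h at 37 °C, 5% CO2. Luminescence read 10 min after adding luciferase reagent at ambient temperature.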
# NPC1 promoter act – activates the NPC1 promoter. AID 485313. 320,000 tested, 2.4% active. Potency, µM (top dose mostly 9.22 µM), for inactives: at the top dose activation, most hits filed as activators. Huh7 NPC1 promoter luciferase reporter, 24 h;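 further: % of control where 0% means no effect; nearly all actives have a fitted effect of over 60% in size; reporter is driven by a mutant NPC1 promoter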
#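 Luminescence from an NPC1 promoter-driven luciferase reporter in stably transfected Huh7 cells was measured after 24 h compound treatment at 37 °C, followed by 10 min ambient incubation with luciferase detection reagent.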
# An asterisk follows results filed as active; ? = inconclusive; . = not tested or not shown; [ ] = dose if it differs, or a comment. Unless noted, the call rests on the fitted dose curve; in most records, active means well fitted curve in the direction sought with a large enough effect; inconclusive means small, poorly fitted or top-dose-only effect, or another doubt; inactive means no such curve, though single readings can be large; an effect the other way counts as inactive or inconclusive. Potency means the concentration at half of the fitted maximal effect.
SMILES,ELG1 genotoxic,p53 reactivator,BRCA1 expr act,uPA surface inh,Gal4-VP16 FLuc,MBNL1 CUG block,RORgamma inh,FLuc modulator,Rab9 promoter act,NPC1 promoter act
O=C(Nc1cccc(-n2cnnn2)c1)c1cc(Cl)ccc1Cl,3%,-5%,-64%,2%,2%,7%,28%,-1%,20%,-3%
COC(=O)c1ccc(Cl)c(S(=O)(=O)N2CCCC2)c1,3%,-2%,-11%,4%,-11%,-1%,1%,-1%,0%,1%
CCOc1ccc(C(=O)NCCc2cnc[nH]2)cc1,4%,4%,9%,-2%,1%,15%,-6%,-12%,2%,2%
Cc1ccc(CNC(=O)c2ccc3c(=O)n(CCCN4CCCC4=O)c(=S)[nH]c3c2)cc1,-9%,-1%,-4%[1.84 µM],-10%,7%,-4%,5%,-4%,5%,0%
CCOC(=O)/C=C1\SCC(=O)N1CC(=O)NCCOC,0%,1%,-3%,-1%,3%,.,-14%,-1%,2%,-1%
CCOc1ccc(CN2CCN(Cc3cnc(-c4ccccc4)s3)CC2CCO)cc1 (stereo not given),5%,?,-28%,-3%,-2%,1%,-1%,-1%,-11%,-11%
COc1ccc(OCc2cccc(C(=O)N3CCCC3)c2)cc1,?,.,-14%,-2%,?,-12%,?,8.5µM*,0.4µM*,0.45µM*
Cc1nnc(SCC(=O)NC(=O)NC2CCCC2)n1N,1%,-2%,-3%,0%,4%,-3%,-17%,1%,-5%,-3%
COC(=O)C1=C(NC(=O)c2cccc(OC)c2)CCS1,1%,-3%,-36%,.,0%,10%,4%,-16%,0%,1%
Cn1c(NN)nc2sc3c(c2c1=O)CCC3,?,4%,-68%,8%,?,-4%,?,2%,-4%,7%
CCOC(=O)Cc1c(C)nc2c(-c3ccccc3)c(-c3ccccc3)[nH]n2c1=O,-4%,4%,-32%,.,?,-1%,13µM*,-12%,0%,2%
COc1ccc(NC2=CC(=O)CC(c3ccccc3)C2)cc1 (stereo not given),0%,-4%,0%,-4%,-18%,5%,38%,-3%,-4%,1%
COc1ccccc1CC(=O)NCc1ccc2c(c1)OCO2,16%,?,6%,3%,-19%,-7%,23%,-1%,-1%,2%
COCCNC(=O)c1cccc(OC2CCN(Cc3ccccc3OCCO)CC2)c1,-3%,-1%,-11%,-7%,4%,-6%,-2%,-2%,-2%,1%
O=C(NC1CCCC1)C1CCN(c2cnccn2)CC1,-2%,6%,-15%,-4%,1%,0%,-28%,3%,0%,-8%
Cc1ccc(S(=O)(=O)N2CCC(C(=O)NN3CCCCC3)CC2)cc1,-2%,-1%,19%,-16%,.,.,.,8%,-1%,0%
Cc1ccnc(NC(=O)c2cc(-n3cnnc3)ccc2Cl)c1,0%,-17%,4%,.,-1%,4%,6%,2%,9%,7%
O=C1N=C(N2CCCC2)S/C1=C\C=C\c1ccccc1,1.6µM*,.,62%,?,-21%,?,-16%,0.85µM*,0.56µM*,1.6µM*
CC(=O)C1=C(C)NC(SCC(=O)c2ccccc2)=C(C#N)C1c1ccco1 (stereo not given),?,5%,.,.,?,?,42%,?,17%,12%
COc1ccc(-c2nnn(CC#N)n2)cc1OC,3%,-3%,-23%,-9%,0%,0%,-2%,0%,6%,3%
CCN(CC(=O)N1CCOCC1)S(=O)(=O)c1ccc(F)cc1,2%,6%,-20%,1%,-8%,-2%,?,-2%,0%,-1%
CCCOc1ccc(-c2c(C(=O)N/N=C/c3ccccc3OCC)nnn2-c2nonc2N)cc1,1%,4%,-33%,5%,-2%,-4%,-21%,3%,-5%,1%
CCOc1ccc(-n2ccnc(SCC(=O)NC3CCCC3)c2=O)cc1,13%,-1%,-21%,-1%,.,.,.,-1%,-2%,-1%
COc1cccc(C=N[C@@H](CO)[C@@H](O)c2ccc([N+](=O)[O-])cc2)c1O,1%,10%,0%,0%,-10%,?,?,-2%,-1%,-1%
O=C(c1ccccc1)N1C(=O)C(c2ccccc2)Oc2ccccc21 (stereo not given),-10%,1%,-19%,-6%,2%,3%,21%,5%,-2%,3%

# Taken from above:
# Under NPC1 promoter act, O=C(c1ccccc1)N1C(=O)C(c2ccccc2)Oc2ccccc21 (stereo not given) has the entry 3%
# Under ELG1 genotoxic, CCCOc1ccc(-c2c(C(=O)N/N=C/c3ccccc3OCC)nnn2-c2nonc2N)cc1 has the entry 1%

# New compounds follow:
SMILES,ELG1 genotoxic,p53 reactivator,BRCA1 expr act,uPA surface inh,Gal4-VP16 FLuc,MBNL1 CUG block,RORgamma inh,FLuc modulator,Rab9 promoter act,NPC1 promoter act
COc1ccc(CN2CCCC(C(=O)c3ccc(Cl)cc3)C2)cc1Cn1cccn1 (stereo not given),-6%,1%,-26%,-8%,17%,-5%,?,8%,-6%,-3%
CC(C)(C)c1ccc(CSc2ccc(S(=O)(=O)N3CCOCC3)cn2)cc1,-6%,-5%,-40%,?,.,.,.,1%,0%,0%
Cc1ccc(N2C(=O)c3n[nH]c(C)c3C2c2ccco2)cc1 (stereo not given),?,6%,?,0%,-5%,-5%,7%,8.5µM*,23%,?
COc1ccccc1Oc1nc2ccccn2c(=O)c1/C=C(\C#N)C(=O)Nc1c(C)n(C)n(-c2ccccc2)c1=O,8%,-2%,-14%,3%,-3%,7%,19%,-4%,-2%,-2%
CCOc1ccc(CCNC(=O)C2CCCN(S(C)(=O)=O)C2)cc1OCC (stereo not given),0%,0%,10%,-1%,-9%,1%,35%,-2%,-3%,-4%
COc1ccc(S(=O)(=O)N2CCN(c3cnccn3)CC2)cc1,1%,-12%,-14%,-1%,.,.,.,.,.,.
CC(C)S(=O)(=O)c1csc(NC(=O)Nc2ccc(Cl)cc2)c1,-7%,-1%,11%,3%,29%,-3%,29%,-17%,-4%,3%
CCN(CC)CCN(C(=O)c1ccc2c(c1)OCCO2)c1nc2cc3c(cc2s1)OCO3,-9%,25%,-1%,6%,0%,-7%,25%,-1%,3%,-4%
COc1ccc(OC)c(N/C(C)=C/C(=O)c2ccccc2)c1,?,?,?,-3%,-15%,.,26%,0.85µM*,3.5µM*,4µM*
COc1ccccc1OCc1ccc(C(=O)N2CCN(C(=O)c3ccco3)CC2)cc1,-1%,-2%,-14%,6%,-2%,-4%,7%,-8%,-17%,-1%
COc1ccc(S(=O)(=O)N(C)CC(=O)N2CCCCCC2)cc1OC,8%,1%,1%,-4%,-1%,-2%,6%,0%,-4%,0%
O=C(Nc1cccc([N+](=O)[O-])c1)Nn1cnnc1,8%,?,10%,-4%,-10%,?,-3%,2%,0%,4%
COc1cccc(/C=N/NC(=O)CCc2n[nH]c(=O)[nH]c2=O)c1O,1%,?,-16%,-4%,-19%,-20%,?,-20%,11%,-4%
CCCCN(C(=O)c1c(-c2ccccc2)noc1C)c1c(N)n(CCC)c(=O)[nH]c1=O,0%,0%,-12%,-16%,.,.,.,.,.,.
Cc1ccc(NC(=O)COC(=O)c2ccc(-n3cccn3)cc2)cc1C,3%,4%,7%,20%,.,.,.,4%,-2%,1%
Cc1ccc(N2CC(C(=O)Nc3cccnc3)CC2=O)cc1Cl (stereo not given),-1%,2%,-7%,-3%,-8%,-5%,27%,-1%,-6%,0%
COc1cc(NC(=O)COc2c(C)cc(C)cc2[N+](=O)[O-])c(OC)cc1Cl,-1%,-1%,-45%,0%,-9%,.,-5%,6%,-2%,-1%
CSCCC(NC(=O)c1ccccc1)C(=O)OCC(=O)Nc1ccc(C)c(Cl)c1 (stereo not given),0%,-3%,-9%,3%,-5%,-6%,?,-22%,-2%,-1%
CC(=O)Nc1ccc(NC(=O)C2CCN(C(=O)C3CC(=O)N(c4ccc(C)cc4)C3)CC2)cc1 (stereo not given),4%,1%,-4%,3%,-1%,1%,-5%,-1%,-5%,3%
O=C(NCc1ccco1)c1cc(S(=O)(=O)N2CCOCC2)ccc1Br,1%,-6%,0%,3%,-1%,-2%,26%,-1%,-3%,-2%
COc1cccc(N2CC(C(=O)N3CCC4(CC3)CC(=O)c3ccccc3O4)CC2=O)c1 (stereo not given),-5%,-3%,-32%,8%,.,.,.,-23%,0%,-2%
N#CCCNS(=O)(=O)c1ccc(C(=O)OCC2CCCCC2)cc1,-4%,0%,-23%,1%,-23%,-1%,-24%,-1%,-4%,-5%
O=C(Nc1cccc(NC(=O)c2ccco2)c1)c1ccc2c(c1)OCO2,0%,4%,12%,.,-10%,10%,?,15µM*,-5%,3%
Cn1cccc1/C=N/NC(=O)c1cccnc1,0%,10%,9%,-1%,1%,?,-40%,?,8%,-2%
O=C(Nc1ccc(F)cc1)C1CCC(N2C(=O)c3ccccc3C2=O)CC1 (stereo not given),19%,-7%,4%,-6%,4%,2%,-16%,4%,-1%,0%
O=[N+]([O-])c1ccc(/C=N/Nc2ncc(-c3ccccc3)cn2)cc1,6%,2%,-34%,-2%,-1%,9%,-12%,-2%,-3%,-3%
C=CCSc1nnc(-c2cnn(-c3ccccc3)c2-n2cccc2)n1C,-7%,-4%,-12%,0%,10%,14%,14%,-3%,-2%,3%
CCCCN(C)CCCNC(=O)CS(=O)Cc1nc(-c2ccc(OC)c(OC)c2)oc1C (stereo not given),0%,2%,4%,-4%,-3%,-17%,-13%,3%,0%,0%
S=C(NCc1ccc(Cl)cc1)NC12CC3CC(CC(C3)C1)C2,0%,?,-82%,-12%,3.2µM*,8%,2µM*,0%,-6%,0%

# Screens (PubChem BioAssay)
